# hIAP block = human IAP inhibition. 330,000 compounds, 0.12% hits. purified IAP, CDP-Star luminescence, 30 min. AID 2544. P09923. inhibition, % at 10 µM;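 active = inhibition reaching a set limit with compound at 10 µM in the primary screen, cut at about 35% in these data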;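 note: plate controls were DMSO wells with enzyme for no effect and no-enzyme buffer wells for full effect; values of inactives mirror those of a sister screen read the other way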
# Target sequence (P09923 whole entry, looked up): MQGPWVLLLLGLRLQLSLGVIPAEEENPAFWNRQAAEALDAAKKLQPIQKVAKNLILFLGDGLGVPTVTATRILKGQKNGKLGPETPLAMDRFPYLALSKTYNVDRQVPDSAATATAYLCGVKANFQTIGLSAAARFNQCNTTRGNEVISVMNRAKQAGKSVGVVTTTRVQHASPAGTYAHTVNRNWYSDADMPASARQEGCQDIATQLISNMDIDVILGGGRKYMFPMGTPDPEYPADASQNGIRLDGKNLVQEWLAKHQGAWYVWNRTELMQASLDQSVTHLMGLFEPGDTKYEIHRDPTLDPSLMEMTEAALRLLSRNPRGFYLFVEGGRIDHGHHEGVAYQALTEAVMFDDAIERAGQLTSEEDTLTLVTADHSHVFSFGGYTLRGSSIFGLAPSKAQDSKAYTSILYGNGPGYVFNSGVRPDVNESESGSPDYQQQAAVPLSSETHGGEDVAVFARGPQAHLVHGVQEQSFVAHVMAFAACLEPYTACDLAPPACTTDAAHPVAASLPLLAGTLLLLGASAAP
# beta cell repl = inducers of beta-cell replication in MIN6 cells. MIN6 cells proliferation, ATPlite luminescence, 48 h; cells starved in 0.2% serum; 100% = growth in 10% serum. proliferation, % at 10 µM. 330,000 compounds, 0.29% hits. AID 2380;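 active = compounds whose signal lies at least 3.5 SD above the mean of all wells on their plate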;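 note: 0% = DMSO-treated cells in low-serum medium and 100% = 10% serum control; some compounds called inactive have numbers as strong as hits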
# mIAP activ = mouse IAP activation; activation factor at 10 µM; muIAP, CDP-Star luminescence, 30 min; active compounds read high; 1 = vehicle-only enzyme signal, 0 = enzyme-free wells; 330,000 compounds, 0.24% hits; AID 2805;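 active = activation factor of at least 2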; note: the source names both 10 and 20 µM as test concentration; values of inactives mirror those of a sister screen read the other way
#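 System: Mouse IAP enzyme | Also added: CDP-Star substrate | Dosing: Compounds dispensed in DMSO | Schedule: 30 min enzyme-substrate-compound incubation at room temperature | Technique: Chemiluminescence readout | Control set: DMSO-only wells and no-enzyme negative control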
# MPTP block = permeability transition pore inhibition | 360,000 compounds, 1.4% hits | isolated mouse mitochondria, Ca2+ swelling absorbance, 30 min | inhibition, % at 10 µM;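 active = inhibition of 50% or more, scaled per plate between neutral and stimulator controls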;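 note: 0% = DMSO wells given calcium and 100% = 1 mM EGTA wells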
# A3A deaminase = inhibitors of human APOBEC3A DNA deaminase | 330,000 compounds, 0.41% hits | recombinant A3A, FAM/TAMRA ssDNA deamination fluorescence | inhibition, % at 20 µM | P31941 | AID 493011;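 active = at least 40% inhibition at 20 µM here, with at most 30% in a related deaminase screen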;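 note: plate controls were A3A with DMSO for no effect and wells lacking A3A enzyme for full effect; some results filed as inactive read as strong as hits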
# Target sequence (P31941 whole entry, looked up): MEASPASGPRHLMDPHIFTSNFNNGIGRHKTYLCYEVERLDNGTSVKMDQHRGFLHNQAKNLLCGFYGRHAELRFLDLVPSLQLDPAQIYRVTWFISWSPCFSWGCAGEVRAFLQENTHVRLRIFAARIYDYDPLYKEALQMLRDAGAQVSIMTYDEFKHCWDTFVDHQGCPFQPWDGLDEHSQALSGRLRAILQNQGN
# GRIN3A LBD mod = modulators (binders) of human NR3A ligand-binding domain; 340,000 compounds, 2.5% hits; AID 1259313; Tm shift relative to glycine control, % at 25 µM; NR3A LBD differential scanning fluorimetry, Tm shift; 0% = protein alone, 100% = glycine-bound protein;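 active = melting temperature shift of at least 10% of the positive control shift, at one fixed dose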
# APOBEC3G inh = inhibitors of human APOBEC3G DNA deaminase; inhibition, % at 20 µM; recombinant A3G, ssDNA deamination FAM/TAMRA fluorescence; Q9HC16; AID 493012; 330,000 compounds, 0.28% hits;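 active = inhibition of at least 40% at 20 µM, with no more than 30% in the related APOBEC3A deaminase screen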;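 note: plate controls were DMSO wells with A3G for no effect and wells lacking A3G enzyme for full effect; some compounds called inactive have numbers as strong as hits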
# hIAP activ = increases human intestinal alkaline phosphatase activity. P09923. 330,000 compounds, 0.16% hits. AID 2524. purified human IAP, CDP-Star luminescence, 30 min; active compounds read high; 1 = vehicle-only enzyme, 0 = enzyme-free background. activation factor at 10 µM;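 active = activation factor of the enzyme at least 2-fold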; note: the source names both 10 and 20 µM as test concentration; values of inactives mirror those of a sister screen read the other way
# mIAP inh = mouse IAP inhibition; purified mouse IAP, CDP-Star luminescence, 30 min; inhibition, % at 10 µM; 330,000 compounds, 0.2% hits; AID 2806;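 active = inhibition of at least 40% at 10 µM in the primary screen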;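 note: plate controls were DMSO with enzyme for no effect and no enzyme wells for full effect; values of inactives mirror those of a sister screen read the other way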
# Starred values were filed as active, the others as inactive.
canonical_smiles	hIAP block	beta cell repl	mIAP activ	MPTP block	A3A deaminase	GRIN3A LBD mod	APOBEC3G inh	hIAP activ	mIAP inh
CCN(C(=O)CSc1nc2ccc(C)cc2[nH]1)C1CCS(=O)(=O)C1 (stereo not given)	-13.5	-2.0	1.2	-2.5	-1.9	1.9	-8.8	1.14	-20.0
O=C(CSc1ccc2nnc(-c3ccccn3)n2n1)Nc1ccccc1C(F)(F)F	-19.3	-0.4	1.03	-0.9	-3.1	-2.7	-4.9	1.19	-2.7
Cc1nc(N2CCN(c3ccccc3)CC2)nc2c1C(=O)CC(C)C2 (stereo not given)	-3.9	-1.7	0.951	6.5	0.0	-3.1	-5.6	1.04	4.9
O=C(O)CCC(=O)NN1C(=O)c2ccccc2NC1c1ccco1 (stereo not given)	-21.7	-2.1	1.04	1.0	-7.1	0.1	-7.9	1.22	-4.0
C=CCOC(=O)C1=C(C)Nc2ncnn2C1c1cc(Br)ccc1F (stereo not given)	-1.8	-2.2	0.982	1.5	0.3	-1.7	-2.4	1.02	1.8
CS(=O)(=O)N1CCc2cc(C(=O)Nc3ccc(COCC(F)(F)F)cc3)ccc21	-7.2	1.2	1.08	4.8	1.8	-0.9	1.2	1.07	-7.9
CCOC(=O)N1CCN(S(=O)(=O)N2CCCC(C(=O)NCCc3ccc(Cl)cc3)C2)CC1 (stereo not given)	-29.5	-1.1	1.09	-1.0	-2.9	-3.8	-4.9	1.29	-9.0
C#CCn1c(C)cc(C)c(S(=O)(=O)c2ccccc2)c1=O	-3.7	-3.3	0.952	-1.8	0.5	-0.6	-4.1	1.04	4.8
Cc1cccc(C)c1NC(=O)C(c1ccc([N+](=O)[O-])cc1)N1CCCCC1 (stereo not given)	-7.8	-1.2	1.01	0.8	0.8	0.3	-5.4	1.08	-0.8
N#CCC(=O)Nc1ccc(C(=O)OCC(=O)NCCCc2ccccc2)cc1	-0.9	0.3	0.953	-0.6	-4.0	-2.2	-9.4	1.01	4.7
CC1=C(C(=O)Nc2cccnc2)C(c2ccc(C(C)C)cc2)n2ncnc2N1 (stereo not given)	0.1	-0.4	0.941	-3.1	2.2	1.8	-6.7	0.999	5.9
CC1=C(C(=O)OCC2CCCO2)C(c2ccc(O)cc2)NC(=O)N1 (stereo not given)	-5.3	-3.8	1.02	-0.3	-0.1	-0.3	-1.0	1.05	-1.9
N#CC1=C(N)C(C#N)(C#N)[C@H](c2c(F)cccc2F)[C@H]2CC3(CC=C12)OCCO3	2.6	-0.4	0.952	-1.4	0.4	-1.2	-6.8	0.974	4.8
COc1ccc([C@H]2CC(=O)C=C(/C=C/c3ccc(Cl)cc3)C2)cc1	15.3	-7.4	0.922	1.7	0.2	25.2*	-5.3	0.847	7.8
CCOC(=O)C1CCCCN1C(=O)c1ccc2nc(Cc3ccc(OC)cc3)oc2c1 (stereo not given)	2.9	-0.9	1.07	1.1	-3.5	0.1	-4.5	0.971	-6.6
CCN(CC)CCOc1c(Br)ccc2c1sc1nc3n(c(=O)c12)CCC3	14.0	-3.0	0.937	-0.8	11.6	-1.5	4.7	0.86	6.3
CCOc1ccc(C(=O)N2CCN(c3ncccn3)CC2)cc1	-5.5	0.8	0.88	1.9	-4.8	-0.7	-8.9	1.05	12.0
CS(=O)(=O)CCC(C(=O)OCc1ccc(Cl)cc1)N1C(=O)c2ccccc2C1=O (stereo not given)	4.5	0.0	1.04	0.1	5.2	-2.4	-1.0	0.955	-4.5
CCOC(=O)c1c(C)[nH]c(C(=O)COC(=O)CCC(=O)c2ccc3c(c2)OCCO3)c1C	-0.4	-2.1	0.863	1.2	-1.0	0.5	-5.0	1	13.7
CC(C)CN(C(=O)COC(=O)CCCc1c[nH]c2ccccc12)c1c(N)n(Cc2ccccc2)c(=O)[nH]c1=O	-14.4	-2.8	1.08	0.7	-2.1	1.1	-10.3	1.14	-7.8
O=C(c1cc(-c2ccc(Cl)c(Cl)c2)on1)N1CCCCCC1	10.6	0.0	0.95	0.7	-1.4	-3.3	-6.3	0.894	5.0
Nc1ccc(OCc2ccccc2)cc1	3.9	-4.3	1.01	-0.3	-1.7	-5.2	-3.7	0.961	-0.7
COC(=O)CN1C(=O)C(O)(CC(=O)c2ccccc2)c2ccccc21 (stereo not given)	-17.3	-2.5	1.01	2.1	0.1	-0.4	-0.7	1.17	-1.1
CCCCCCSc1ccc([C@H]2N[C@@](CC(C)C)(C(=O)OC)[C@H]3C(=O)N(CC)C(=O)[C@@H]23)cc1	-8.1	-7.6	0.979	2.8	2.9	-1.6	2.1	1.08	2.1
COc1ccc(OCc2cccc(C(=O)Nc3ccc(CN4CCCCC4)cc3)c2)cc1	-1.0	-6.3	1.11	30.4	-1.4	-9.7	-3.6	1.01	-11.5
Cc1nn(Cc2ccc(F)cc2)c(C)c1NC(=O)c1nn(C)cc1Cl	10.7	-2.3	0.948	-0.9	0.1	-1.7	-0.3	0.893	5.2
COc1ccccc1NC(=O)C[n+]1ccccc1C	-5.6	1.7	1.05	0.4	4.1	-0.5	12.2	1.06	-5.2
C/C(N)=C(/C#N)C(=O)COC(=O)CCC1CCCC1	-14.9	-1.4	1.02	0.4	5.1	2.9	0.7	1.15	-2.5
CCCCn1c(-c2ccccc2)nnc1-c1ccccc1	5.0	0.2	1.02	-2.5	-1.0	-3.6	-0.1	0.95	-2.2
Cc1ccc(C)c(OC(=O)c2cccnc2)c1	-5.9	-0.6	0.918	0.0	0.6	-0.7	-2.5	1.06	8.2

# (continued)
canonical_smiles	hIAP block	beta cell repl	mIAP activ	MPTP block	A3A deaminase	GRIN3A LBD mod	APOBEC3G inh	hIAP activ	mIAP inh
NC1=NC(=O)C(CC(=O)c2ccc(Cl)cc2)S1 (stereo not given)	-7.8	0.0	0.942	0.0	1.8	-0.1	-3.4	1.08	5.8
O=S(=O)(c1ccc(-c2cc(C(F)(F)F)on2)s1)N1CCCC1	-1.0	-1.0	1.04	6.8	-0.2	3.4	-7.8	1.01	-4.1
O=C(Nc1nc2ccc(Br)cc2s1)c1ccco1	1.6	-3.9	0.978	1.5	-5.3	4.3	-7.6	0.984	2.2
COCCNC(=O)CCc1nnc(Cc2ccc(-c3ccccc3)cc2)o1	6.4	0.2	0.974	3.7	-2.1	0.9	-7.6	0.936	2.6
Cc1nc2ccc(S(=O)(=O)N(C)CC(=O)NCc3ccc4c(c3)OCO4)cc2s1	-10.4	-2.7	0.918	4.0	-2.0	5.1	-6.0	1.1	8.2
CC(=O)OC1c2ccccc2C(=O)N1c1ccccc1C (stereo not given)	26.1	2.5	0.974	-0.8	-3.8	-2.5	0.2	0.739	2.6
CCOC(=O)C[C@H]1c2ccccc2S(=O)(=O)N1c1cccc(OC)c1	-3.3	-3.1	1.06	0.6	2.2	3.5	2.4	1.03	-5.7
NS(=O)(=O)c1ccc(CNC(=O)/C=C/c2ccc(Cl)c(Cl)c2)cc1	11.3	-0.7	0.887	-0.1	-2.2	-23.8	-6.3	0.887	11.3
CCOC(=O)c1ccc2c(c1)NC(=O)C(N1CCN(c3ccc(OC)cc3)CC1)S2 (stereo not given)	0.1	1.1	1.09	0.0	-0.3	-0.9	-3.8	0.999	-8.6
CC(OC(=O)c1ccccc1)C(=O)NCc1ccco1 (stereo not given)	0.0	-2.4	0.899	0.1	-0.5	1.6	-4.5	1	10.1
CCNc1nc(Nc2ccc(C)c(Cl)c2)c2cnn(C)c2n1	-11.9	-6.1	1.36	-0.5	-4.7	-2.2	-9.2	1.12	-36.5
O=C(CCC(=O)NNC(=O)COc1ccc(Br)cc1Br)NCc1ccccc1	-96.1	-3.4	0.765	0.4	1.6	-3.3	-5.4	1.96	23.5
Cc1ccc(C(=O)Nc2cccnc2)cc1S(=O)(=O)N1CCCCC1	-0.9	-2.2	0.957	0.1	2.0	-1.0	-3.0	1.01	4.3
OCCNc1nc(N2CCN(Cc3ccccc3)CC2)nc2ccccc12	6.6	-0.5	1.02	-0.8	-0.5	1.4	-4.7	0.934	-2.2
COc1cccc(C(=O)Nc2cc(OC)ccc2NC(=O)c2ccco2)c1	-15.1	4.0	0.921	0.5	-3.4	0.2	-1.6	1.15	7.9
CC(C)Oc1cccc(C(=O)C2CCCN(Cc3cnc(N4CCCC4)s3)C2)c1 (stereo not given)	6.6	-4.1	0.901	-2.4	1.0	0.4	-2.1	0.934	9.9
CCN(CC)c1ccc(C(=O)NNC(=O)c2ccc3c(=O)n4c(nc3c2)CCC4)cc1	-11.7	0.9	0.929	-0.6	-4.9	0.3	-9.3	1.12	7.1
CCc1ccc(N2CC34C=CC(O3)C(C(=O)OC(C)C)C4C2=O)cc1 (stereo not given)	-2.4	-4.5	0.913	-0.7	1.0	4.7	-3.0	1.02	8.7
COc1ccc(NC(C)C(=O)N2CCN(Cc3ccccc3)CC2)cc1 (stereo not given)	-7.6	-0.1	0.992	1.7	-4.5	-1.6	-4.4	1.08	0.8
CNS(=O)(=O)c1cc(-c2nnc(Nc3ccc(CC(N)=O)cc3)c3ccccc23)ccc1C	-0.3	-2.3	0.94	0.9	-4.1	2.0	2.7	1	6.0
CN(C)S(=O)(=O)c1ccc2nnn(OCC(=O)NC3CCS(=O)(=O)C3)c2c1 (stereo not given)	-1.9	-2.5	0.87	-1.3	-5.0	1.0	-9.4	1.02	13.0
CN(C(=O)CN1C(=O)/C(=C/c2ccc(Cl)cc2)SC1=S)C1CCS(=O)(=O)C1 (stereo not given)	-20.7	-0.3	0.815	-0.4	-2.3	1.1	-4.8	1.21	18.5
CCOC(=O)N1CCN(CCC(=O)c2ccc(Cl)cc2)CC1	2.2	-4.5	0.953	103.1*	4.7	6.8	7.7	0.978	4.7
Cc1ccc(Nc2ncnc3sc(C)c(C)c23)cc1	9.5	-2.0	1.04	0.2	2.8	-3.2	-6.0	0.905	-3.9
CC1CN=C(N(C(=O)Nc2ccccc2)c2ccc(S(=O)(=O)N3CCOCC3)cc2)S1 (stereo not given)	1.5	-4.2	0.913	-0.5	-4.0	0.5	-5.0	0.985	8.7
O=C(COC(=O)c1cn(-c2ccccc2)nc1-c1cccnc1)NC1CC1	1.8	0.6	1.02	2.5	16.4	0.2	8.9	0.982	-2.0
O=c1oc2ccccc2n1CCc1ccccc1	3.6	-0.1	1.05	1.0	2.9	0.8	2.5	0.964	-5.5
CC(=O)NC(Cc1c[nH]c2ccccc12)C(=O)N1CCN(S(=O)(=O)c2ccccc2)CC1 (stereo not given)	-0.5	-2.3	1.05	-0.9	1.1	-0.3	-2.9	1	-5.2
O=C(Nc1ccc(Cl)c(Cl)c1)C1C2C=CC3(O2)C1C(=O)N(CCN1CCCCC1)C3C(=O)NC1CCCCC1 (stereo not given)	-18.4	0.0	1.09	-0.8	-2.4	-0.6	-7.6	1.18	-8.6

# Rewritten as labelled records: two of the compounds above.
O=S(=O)(c1ccc(-c2cc(C(F)(F)F)on2)s1)N1CCCC1
  hIAP block = -1.0
  beta cell repl = -1.0
  mIAP activ = 1.04
  MPTP block = 6.8
  A3A deaminase = -0.2
  GRIN3A LBD mod = 3.4
  APOBEC3G inh = -7.8
  hIAP activ = 1.01
  mIAP inh = -4.1
O=C(Nc1nc2ccc(Br)cc2s1)c1ccco1
  hIAP block = 1.6
  beta cell repl = -3.9
  mIAP activ = 0.978
  MPTP block = 1.5
  A3A deaminase = -5.3
  GRIN3A LBD mod = 4.3
  APOBEC3G inh = -7.6
  hIAP activ = 0.984
  mIAP inh = 2.2

# Screening results from PubChem.
